EPAC1 agonist = EPAC1 (human) agonism; O95398; EPAC1 agonist qHTS, biochemical assay; response scale: 100% = response to 6.5 mM cAMP; Potency, µM (titrated, usually from 154 µM), without a hit: at the top dose activation, usual class: activators; 360,000 tested, 0.073% active; AID 720707; also: potency is read from the fitted curve at half-maximal effect; nearly all actives have a fitted effect of over 60% in size
Target sequence (O95398 whole entry, looked up): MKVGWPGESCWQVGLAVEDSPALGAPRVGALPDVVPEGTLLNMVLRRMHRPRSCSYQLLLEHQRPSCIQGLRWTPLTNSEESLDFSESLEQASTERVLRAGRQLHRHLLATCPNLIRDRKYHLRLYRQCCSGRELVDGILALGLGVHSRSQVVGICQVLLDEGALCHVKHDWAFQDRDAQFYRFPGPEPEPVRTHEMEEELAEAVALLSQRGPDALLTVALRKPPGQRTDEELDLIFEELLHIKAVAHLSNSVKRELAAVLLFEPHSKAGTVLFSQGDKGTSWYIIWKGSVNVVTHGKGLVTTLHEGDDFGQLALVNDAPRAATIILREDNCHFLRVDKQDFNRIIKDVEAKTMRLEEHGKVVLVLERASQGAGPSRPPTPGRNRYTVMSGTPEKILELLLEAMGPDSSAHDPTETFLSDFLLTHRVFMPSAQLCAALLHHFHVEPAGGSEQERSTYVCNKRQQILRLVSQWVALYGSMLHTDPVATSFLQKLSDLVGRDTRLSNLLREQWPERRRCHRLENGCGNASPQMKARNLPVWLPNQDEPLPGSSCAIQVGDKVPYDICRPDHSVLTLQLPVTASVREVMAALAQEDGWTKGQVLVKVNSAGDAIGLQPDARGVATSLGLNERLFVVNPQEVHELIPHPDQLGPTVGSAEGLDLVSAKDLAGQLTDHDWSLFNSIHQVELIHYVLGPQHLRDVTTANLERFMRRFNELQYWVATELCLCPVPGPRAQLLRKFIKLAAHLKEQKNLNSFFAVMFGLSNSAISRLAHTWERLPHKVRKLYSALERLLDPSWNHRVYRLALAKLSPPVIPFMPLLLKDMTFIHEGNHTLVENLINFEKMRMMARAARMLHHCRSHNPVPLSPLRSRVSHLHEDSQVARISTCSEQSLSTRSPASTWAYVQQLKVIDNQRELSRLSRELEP
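Nucleotide exchange assay: 100 nM EPAC1 with 250 nM Rap1B loaded with BODIPY-GDP and 50 uM GDP, room temperature. Fluorescence (480/540 nm) read every 5 min for 30 min; signal change normalized to 6.5 mM cAMP as full agonist.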
EPAC1 antagonist = EPAC1 (human) antagonism | O95398 | EPAC1 GEF assay, Rap1b-BODIPY-GDP exchange fluorescence | Potency, µM (doses to about 115 µM), inactives show at the highest dose activity change, negative = inhibition, actives largely listed as inhibitors | 360,000 tested, 0.14% active | AID 720709;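 also: potency is read from the fitted curve at half-maximal effect; plate controls were vehicle for no effect and positive control for full effect; nearly all actives have a fitted effect of over 50% in size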
EPAC2 antag = antagonists of human EPAC2; Q8WZA2; 360,000 tested, 0.18% active; AID 720708; Potency, µM (series often up to 114 µM), inactives show at the highest dose activity, negative = inhibition, actives largely listed as inhibitors; EPAC2 GEF exchange of Rap1B-BODIPY-GDP, fluorescence; also: potency is read from the fitted curve at half-maximal effect; % is scaled to controls: 0 for no effect and ±100 for the full control effect; nearly all actives have a fitted effect of over 45% in size; many of its hits are not listed in these tables
PLK1 PBD inh = blocks phosphopeptide binding to human PLK1 polo-box domain | P53350 | Plk1 PBD binding of FITC phosphopeptide, fluorescence polarization | Potency, µM, for the others: max response, negative = inhibition, most hits filed as inhibitors | 360,000 tested, 2.8% active; also: potency is read from the fitted curve at half-maximal effect; series mostly up to about 57 µM; % is scaled to controls: 0 for no effect and ±100 for the full control effect; nearly all actives have a fitted effect of over 65% in size
CCT modulator = changes cytosolic chaperonin activity; activity change, % (test concentration not listed), hits read low; 360,000 tested, 0.3% active; AID 651819; purified chaperonin ATPase assay, HTRF ADP detection, 30 min; in the data active = activity change below about -30%; also: % is scaled to controls: 0 for no effect and ±100 for the full control effect
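TRiC (40 or 20 nM final, by batch activity) in 30 mM Tris pH 7.4, 100 mM KCl, 5 mM MgCl2, 1 mM DTT was treated with compound at 76 uM single dose, then 10 uM ATP, 30 min at 37 °C. ADP was read by HTRF Transcreener.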
PI5P4K alpha inh = PI5P4K alpha (human) kinase inhibition; P48426; PI5P4Kalpha enzyme, ADP-Glo luminescence, 60 min; stronger effect = lower value; max response, %; 330,000 tested, 1.2% active; AID 652105; active = max response of -50% or lower; inconclusive = between -30% and -50%; inactive = -30% or higher; also: value at the top dose of about 77 µM; % is scaled to controls: 0 for no effect and ±100 for the full control effect
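Luminescence from ADP-Glo served as readout of PI5P4Kalpha activity in a qHTS format. Reaction: enzyme, substrate, compound, ATP at 5 microM final, 60 min at RT.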
MmCpn inh = M. maripaludis TRiC chaperonin inhibition. purified Mm-Cpn ATPase, ADP Transcreener TR-FRET. Potency, µM (series often up to 76.9 µM), without a hit: at the top dose activity, negative = inhibition, usual class: inhibitors. 330,000 tested, 0.031% active. AID 504842; also: potency is read from the fitted curve at half-maximal effect; % is scaled to controls: 0 for no effect and ±100 for the full control effect; nearly all actives have a fitted effect of over 80% in size
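Eu-cryptate anti-ADP/ADP-d2 competition gives a ratio inversely related to ADP. Enzyme at 25 nM was pre-exposed to compound for 10 min, then given 10 uM ATP for 30 min, 37°C throughout.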
WRN inhibitor = inhibitors of human WRN helicase. 360,000 tested, 0.46% active. Potency, µM (highest dose often 114 µM), inactives show at the top dose activity change, negative = inhibition, hits mostly inhibitors. AID 651768. WRN helicase unwinding, fluorescent forked duplex, kinetic. Q14191; also: potency is read from the fitted curve at half-maximal effect; % is scaled to controls: 0 for no effect and ±100 for the full control effect; nearly all actives have a fitted effect of over 55% in size
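Kinetic red-fluorescence monitoring (525/598 nm) tracks WRN helicase activity after 100 nM fluorophore-quencher forked duplex and 2 mM ATP are added to 20 nM enzyme pretreated 15 min at room temperature with compound.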
Starred values were filed as active, the others as inactive; u = inconclusive; x = no result given; [ ] = remark or other dose. Unless noted, calls follow the shape of the dose curve; as a rule, active = well fitted curve in the direction sought with a large enough effect; inconclusive = small, poorly fitted or top-dose-only effect, or another doubt; inactive = no such curve, though single readings can be large; an effect the other way counts as inactive or inconclusive. The list is partial; count on the stated rates, not on these rows.

cpd	SMILES	EPAC1 agonist	EPAC1 antagonist	EPAC2 antag	PLK1 PBD inh	CCT modulator	PI5P4K alpha inh	MmCpn inh	WRN inhibitor
1	CCOC(=O)CN(C(=O)COc1nc(-c2ccccc2)cc(C)c1C#N)c1ccccc1	4.3%	5.9%	-15.5%	-10.4%	-5.1	3.5	-11.9%	1.5%
2	COc1ccc(/C(C)=N/NC(=O)C(NC(=O)c2ccccc2)c2n[nH]c(=O)c3ccccc23)c(OC)c1 (stereo not drawn)	7.2%	-15.3%	-2.5%	-5.9%	-3.7	0.2	2.6%	1.3%
3	CCn1cc(C(=O)NC2CCCCCC2)c(=O)c2cc(S(=O)(=O)N3CCCCC3)ccc21	4.7%	-6.8%	-9.8%	-6.9%	-1.3	-1.3	x	-0.9%
4	CCN1CCN(C(=O)C2CC(=O)N(c3ccc(Cl)cc3)C2)CC1 (stereo not drawn)	9.7%	2.2%	-1.3%	-18.0%	-2.0	-1.0	2.3%	-4.0%
5	COc1cc(C(C)=O)ccc1OCC(=O)OC(C)C(=O)c1ccc(F)cc1 (stereo not drawn)	-0.6%	-7.3%	-9.6%	-12.8%	-0.1	-3.0	0.2%	-0.7%
6	COc1ccccc1CC(NC(C)=O)C(=O)NC1CCN(C(=O)Nc2ccccc2C)CC1 (stereo not drawn)	-8.0%	-16.2%	-0.7%	-3.1%	-1.4	-1.7	0.7%	8.4%
7	CCOc1ccc(-c2c(C(=O)N/N=C/c3ccc(OC)cc3)nnn2-c2nonc2N)cc1	5.6%	u	-0.9%	-3.5%	2.4	-0.5	-0.6%	2.3%
8	CC(C)CNC(=O)C1CCN(c2ccc(S(=O)(=O)N3CCOCC3)cc2)CC1	-2.3%	-21.2%	1.2%	-10.0%	-1.6	-0.9	0.2%	-5.3%
9	COc1ccc(S(=O)(=O)NCC(=O)NCc2cc(=O)n(C)c(=O)n2C)cc1F	-6.5%	10.8%	29.0%	-15.2%	-0.6	0.2	0.8%	2.4%
10	CCOc1ccccc1NC(=S)Nn1cnnc1	5.5%	-21.3%	2.4%	2.38µM*	-0.5	u	3.5%	12.2%
11	COc1ccc(OC)c(C2C(C(=O)c3sc(C)nc3C)=C(O)C(=O)N2CCN2CCOCC2)c1 (stereo not drawn)	12.2%	4.5%	3.1%	-3.8%	-2.5	0.6	-0.9%	-8.2%
12	CC(C)CC(C(=O)NC(=O)NCc1ccccc1)N1C(=O)c2ccccc2C1=O (stereo not drawn)	13.9%	-28.2%	-2.1%	-9.1%	-4.0	2.1	-1.8%	-7.4%
13	Cc1ccc2cc(CN(CC3CCCO3)S(=O)(=O)c3ccc4c(c3)OCCO4)c(=O)[nH]c2c1C (stereo not drawn)	1.6%	-2.0%	-3.7%	-5.2%	-0.5	x	x	-5.8%
14	S=c1[nH]nc(-c2ccncc2)n1/N=C/c1cn(-c2ccccc2)nc1-c1ccc(Cl)cc1	-3.5%	4.6%	3.2%	-6.6%	0.6	-6.7	0.4%	-5.6%
15	CCCc1[nH]nc2c1C(c1ccc(OC(=O)c3ccco3)cc1)C(C#N)=C(N)O2 (stereo not drawn)	7.1%	-16.7%	-7.0%	-6.3%	-0.2	x	-0.6%	-12.0%
16	O=C(CCc1nnc(C2CCCCC2)o1)NCc1ccc(F)c(F)c1	1.1%	-18.6%	-6.8%	-1.6%	3.6	-0.7	0.7%	0.0%
17	N#CCOC(=O)[C@H](Cc1ccccc1)N1C(=O)c2ccccc2C1=O	4.1%	1.2%	-19.1%	-8.6%	0.2	2.1	-0.8%	1.6%
18	CC(NC(=O)CCSCCC(=O)NC(C)c1ccccc1)c1ccccc1 (stereo not drawn)	-1.8%	-13.3%	0.2%	-27.3%	0.3	-7.3	-0.3%	-2.7%
19	CCOc1ccc(NC(=O)CN(C)C(=O)c2cc3c(s2)CCCCC3)cc1OCC	11.1%	-10.3%	-5.6%	-1.7%	-2.6	7.7	-0.3%	-3.7%
20	COc1cc(/C=C2\SC(N3CCc4ccccc4C3)=NC2=O)cc(OC)c1OC	-2.6%	1.0%	11.2%	-7.0%	-2.4	0.5	1.3%	-18.6%
21	CCCn1c(C)cc(C(=O)COC(=O)c2ccc[nH]c2=O)c1C	9.6%	10.3%	-3.5%	-13.7%	-2.3	-6.6	-0.5%	0.1%
22	CCc1cc2c(NCCC(=O)O)nc(C)nc2s1	-3.9%	5.7%	-1.5%	-11.4%	-0.7	-4.3	-3.0%	-7.6%
23	O=C(O)c1ccc(-n2ccnc2)c([N+](=O)[O-])c1	11.7%	8.2%	-2.3%	u	1.1	3.0	0.7%	-6.9%
24	O=C(CCCCCN1C(=O)c2cccc3cccc(c23)C1=O)NCCO	-16.4%	-2.1%	11.9%	-0.7%	-0.9	3.7	-3.0%	-1.3%
25	O=C1/C(=C\c2ccco2)SC(=S)N1c1ccccc1	3.1%	2.4%	-0.5%	-10.3%	-15.6	-20.1	-0.9%	-21.1%
26	O=C(NC(Cc1c[nH]c2ccccc12)C(=O)N/N=C/c1cccnc1)c1cccs1 (stereo not drawn)	18.8%	17.1%	6.3%	-12.0%	-1.8	-6.7	3.6%	-2.5%
27	COc1cccc(OC)c1C(=O)NNC(=O)c1ccccc1-n1cccc1	-7.4%	-0.4%	-3.6%	-16.0%	-5.9	1.1	2.8%	-0.4%
28	COc1cc(C(=O)OC(C)C(=O)NC(=O)NC2CCCCC2)ccc1OC(F)F (stereo not drawn)	-3.4%	-15.0%	-15.1%	5.3%	2.5	12.5	0.2%	-7.6%
29	CCCCC1CC2=C(C(=O)OC(C)(C)O2)C(c2ccc(F)cc2)O1 (stereo not drawn)	-2.8%	-3.6%	-10.3%	-10.2%	0.7	-3.9	x	-9.6%
30	C(=N\N1CCN(C2c3ccccc3-c3ccccc32)CC1)/c1cccs1	-2.2%	15.9%	14.4%	-5.0%	0.8	8.6	-2.7%	-24.4%[57.1 µM]
31	O=[N+]([O-])c1ccc(Nc2ccccc2)nc1	3.6%	0.9%	-2.8%	1.4%	-0.7	0.1	0.1%	4.8%
32	CCN(C(=O)COC(=O)C12CC3CC(CC(O)(C3)C1)C2)c1c(N)n(Cc2ccccc2)c(=O)[nH]c1=O	-4.0%	-5.3%	5.7%	4.1%	-5.0	2.4	x	3.4%
33	Cn1ccnc1SCCNC(=O)C1CCC(=O)N(Cc2ccc(Cl)cc2)C1 (stereo not drawn)	8.2%	-3.4%	-4.6%	-12.8%	-0.9	-0.9	1.4%	4.7%
34	COc1cccc(NC(=O)CN(C)S(=O)(=O)c2ccc3[nH]c(=O)oc3c2)c1	-0.6%	-9.0%	1.2%	-19.0%	-2.6	-0.9	3.2%	4.7%
35	O=C(Nc1cccc(C(=O)O)c1)/C(=C/c1ccc([N+](=O)[O-])cc1)NC(=O)c1ccccc1	-3.0%	-8.3%	0.3%	-2.6%	-0.3	-2.6	-4.2%	-5.5%
36	CN(C)C(=S)Nc1ccc2ccccc2c1	9.9%	-0.8%	-24.3%	-10.1%	1.6	4.9	-0.3%	-22.1%
37	Cc1nnc(SCC(=O)Nc2nnc(SCc3cccc(Br)c3)s2)s1	-10.6%	-5.2%	9.1%	-13.2%	-2.9	-9.5	1.3%	1.1%
38	COc1ccc(OC)c2c1sc(=NC(=O)c1cccc(N3C(=O)CCC3=O)c1)n2C	9.8%	-7.9%	0.1%	2.2%	-2.8	9.3	-2.8%	11.1%
39	Cc1cc(Cl)ccc1OCc1n[nH]c(=S)n1C1CCCCC1	20.1%	-12.7%	-12.4%	u	-1.1	-4.8	2.8%	-10.6%
40	O=C(OCC(O)C(O)COC(=O)c1ccccc1)c1ccccc1 (stereo not drawn)	-3.6%	13.1%	11.7%	-4.9%	1.6	-5.6	0.4%	3.3%
41	O=C(NCC(=O)N(Cc1cccs1)C(C(=O)NC1CCCCC1)c1cccnc1)c1ccco1 (stereo not drawn)	-4.6%	8.3%	7.0%	-1.9%	-2.3	-4.4	-1.2%	6.1%[57.1 µM]
42	CC(C)(C)CC(=O)N1CCC(c2nc3c(nnn3Cc3c(F)cccc3Cl)c(=O)[nH]2)CC1	-0.8%	-2.9%	-8.6%	-3.6%	-1.7	8.0	1.3%	-1.7%
43	CCOC(=O)C1C(=O)OC2(CCCC2)C1C(=O)OCC (stereo not drawn)	3.3%	-2.3%	-1.8%	-4.4%	-2.4	x	1.5%	6.3%
44	C=CCn1c(SCC(=O)N(C)C2CCS(=O)(=O)C2)nnc1-c1ccncc1 (stereo not drawn)	5.9%	-7.5%	10.1%	-0.7%	2.0	-1.8	-1.7%	-12.1%
45	CC1(O)CC(C)(C)C(C#N)C(=O)N1 (stereo not drawn)	7.4%	-8.5%	1.7%	-5.7%	-2.7	-1.2	x	1.6%
46	COc1cc(CC(=O)O)ccc1OCc1ccccc1	-0.2%	-2.0%	-0.9%	1.8%	-12.3	2.6	-2.9%	-0.2%
47	C/C(=N\NC(=S)NC(C)C)c1ccc(-n2ccnc2)cc1	4.5%	10.8%	2.9%	-3.5%	-12.9	3.1	0.8%	-10.4%
48	CC(=O)NC1CC(C)(C)N(OC(C)=O)C(C)(C)C1	-2.3%	2.1%	4.0%	1.9%	1.9	2.3	0.6%	3.0%
49	CCn1c(-c2ccc(F)cc2)n[nH]c1=S	-8.5%	-2.3%	2.9%	-13.2%	1.3	-1.5	-2.3%	-9.7%
50	CC(=O)c1ccc(NC(=O)CSc2nc3nc(C)cc(C)n3n2)cc1	1.1%	-10.6%	19.1%	-0.6%	-0.7	-0.8	-0.2%	3.1%
51	COc1ccc(/C=N/NC(=O)c2ccc(N(C)S(=O)(=O)c3ccccc3)cc2)c(OC)c1	3.9%	-5.1%	-1.3%	-14.6%	-1.8	-3.3	-16.3%	4.6%

Arranged by value in EPAC2 antag (ascending): 4 from the list above.
entry | mol | EPAC2 antag
36 | CN(C)C(=S)Nc1ccc2ccccc2c1 | -24.3%
12 | CC(C)CC(C(=O)NC(=O)NCc1ccccc1)N1C(=O)c2ccccc2C1=O (stereo not drawn) | -2.1%
4 | CCN1CCN(C(=O)C2CC(=O)N(c3ccc(Cl)cc3)C2)CC1 (stereo not drawn) | -1.3%
26 | O=C(NC(Cc1c[nH]c2ccccc12)C(=O)N/N=C/c1cccnc1)c1cccs1 (stereo not drawn) | 6.3%
